eLon inh: inhibitors of E. coli Lon protease | P0A9M0 | purified E. coli Lon protease, fluorescence polarization | inhibition, % at 7.94 µM | 360,000 tested, 0.42% active | AID 602123; in the data active means inhibition above about 13%, passing the limit was not always enough;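 further: 0% = enzyme with probe and DMSO and 100% = no enzyme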
PABP1 MLLE inh: blocks PAM2 peptide binding to the PABP1 MLLE domain; P11940; GST-MLLE / FITC-PAM2 fluorescence polarization; inhibition, % at 20 µM; 360,000 tested, 0.36% active; in the data active means inhibition above about 35%, passing the limit was not always enough;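 further: plate controls were DMSO wells with GST-MLLE for no effect and wells lacking GST-MLLE protein for full effect; some results filed as inactive read as strong as hits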
Target sequence (P11940 whole entry, looked up, the tested form may be a part): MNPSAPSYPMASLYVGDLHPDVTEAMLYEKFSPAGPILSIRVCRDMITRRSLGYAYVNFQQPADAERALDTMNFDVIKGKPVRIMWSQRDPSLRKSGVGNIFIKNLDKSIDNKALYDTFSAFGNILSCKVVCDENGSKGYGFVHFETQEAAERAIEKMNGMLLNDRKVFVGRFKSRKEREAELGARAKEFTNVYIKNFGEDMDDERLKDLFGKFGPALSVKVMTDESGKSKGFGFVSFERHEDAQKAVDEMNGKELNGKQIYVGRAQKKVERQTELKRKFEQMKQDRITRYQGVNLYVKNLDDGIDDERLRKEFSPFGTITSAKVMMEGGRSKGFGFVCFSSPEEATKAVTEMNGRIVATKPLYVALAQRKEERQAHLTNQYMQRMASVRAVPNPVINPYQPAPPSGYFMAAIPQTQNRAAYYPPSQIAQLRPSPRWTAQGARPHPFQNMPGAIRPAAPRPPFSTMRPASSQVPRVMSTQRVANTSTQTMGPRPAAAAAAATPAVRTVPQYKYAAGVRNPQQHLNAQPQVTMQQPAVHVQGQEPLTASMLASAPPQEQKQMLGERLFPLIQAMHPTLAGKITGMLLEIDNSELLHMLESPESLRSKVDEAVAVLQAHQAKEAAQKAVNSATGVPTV
CendR NRP1 mod: alters CendR peptide binding to human NRP-1 | FAM-RPARPAR peptide binding to NRP-1, fluorescence polarization | inhibition, % at 25 µM | 360,000 tested, 0.85% active | AID 602438;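 active means inhibition or corrected inhibition above about 18%, plus a signal ratio from 0.5 to 1.5, limit read from the data, passing the limit was not always enough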; further: strong numbers were not always called active
FAS-TE inh: FAS thioesterase (human) inhibition; recombinant FAS-TE, OMFH fluorogenic substrate, fluorescence endpoint; P49327; inhibition, % at 15 µM; AID 602261; 360,000 tested, 0.67% active;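 active means compounds whose normalised, plate-corrected inhibition of enzyme fluorescence in the single-dose primary screen is 50% or more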;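 further: 0% = DMSO with enzyme and 100% = substrate without enzyme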
SKN-1 inh: C. elegans SKN-1 inhibition. C. elegans VP596 Pgst-4::GFP/RFP ratio, acrylamide-induced, 24 h. inhibition, % at 21.8 µM. 360,000 tested, 0.49% active;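 active means interference check ratio from 0.5 to 1.5 plus GFP to RFP signal ratio inhibition reaching or exceeding a fixed threshold, cut at about 30% in these data, passing the limit was not always enough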; further: some compounds called inactive have numbers as strong as hits
Tb MetRS inh: Trypanosoma brucei MetRS inhibition; purified T. brucei MetRS, ATP depletion, Kinase-Glo luminescence; inhibition, % at 11.9 µM; 360,000 tested, 0.4% active; AID 624268;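 active means inhibition above a per-plate cutoff of the control wells' mean inhibition plus 3 SD, cut at about 5.5% in these data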;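 further: 0% = DMSO wells median and 100% = median of wells with control inhibitor compound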
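Dosing: 11.9 µM compound single dose, 0.9% DMSO; Assay system: purified T. brucei MetRS enzyme; Measured by: Kinase-Glo luciferase luminescence reporting remaining unconsumed ATP; Schedule: 15 min plus 2 h at 25 °C.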
MsrA inh: bovine MsrA inhibition; inhibition, % at 15.5 µM; 360,000 tested, 0.75% active; AID 651718; purified bovine MsrA, absorbance read-out; in the data active means inhibition above about 4.5%;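 further: 0% = vehicle wells with enzyme and 100% = reference inhibitor wells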
MsrA act: activators of bovine methionine sulfoxide reductase A | purified bovine MsrA, absorbance read-out | 360,000 tested, 0.3% active | activation, % at 10.6 µM | AID 602163; in the data active means activation above about 7.5%;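 further: 0% = vehicle and 100% = reference activator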
MT1-MMP act inh: MT1-MMP (human) activation inhibition; P50281; HT1080 RFP-PRO-GFP cells, GFP/RFP ratio fluorescence, overnight; percent of plate control window, DMSO zero; GFP/RFP ratio change, % at 20 µM; 360,000 tested, 0.061% active; AID 651647;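 active means GFP/RFP ratio change of at least 30% with cell ATP level not reduced by more than half and red fluorescence within 50% of control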; further: strong numbers were not always called active
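Material: RFP-PRO-GFP reporter HT1080 cells. Dosing: single-point 20 µM compound, 1% DMSO. Controls: DMSO and RFP-L50D-GFP cell wells. Timing: cells overnight before dosing, compound overnight, 37 °C, 5% CO2. Measure: GFP/RFP fluorescence ratio.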
Active calls of the source: *; i = inactive; / = no result given; & = joins results of further samples.

Below each compound – eLon inh	PABP1 MLLE inh	CendR NRP1 mod	FAS-TE inh	SKN-1 inh	Tb MetRS inh	MsrA inh	MsrA act	MT1-MMP act inh
> CCOC(=O)C1CCCN(c2ccc([N+](=O)[O-])c3nonc23)C1 (configuration not stated)
 : 193*	i	132	0	77	-0.4	1.8	-11	-37
> CCn1c(O)c(/C(C)=N/N2CCCCC2c2cccnc2)c(=O)[nH]c1=S (configuration not stated)
 : 0	-37	-27	-23	20	-0.2	0.7	-1	6
> N#CC(CCN1CCOCC1)(c1ccccc1)c1ccccc1
 : 2	-6	9	-2	10	-0.7	-0.3	-4	-8
> COc1ccc(C2=NCC(=S)Nc3ccc(Cl)cc32)cc1Cl
 : 4	27	12	7	5	-0.2	0.1	-2	-5
> CC1=C(C(=O)OC(C)C)[C@]2(C(=O)N(CC(N)=O)c3ccccc32)C(C#N)=C(N)O1
 : 7	12	16	-1	-17	-0.7	-0.6	-3	4
> CCC(=O)CC(c1ccc([N+](=O)[O-])cc1)c1c(O)c2ccccc2oc1=O (configuration not stated)
 : 1	11	1	17	-6	-0.5	0.2	-10	5
> N=c1ccccn1Cc1ccccc1
 : -1	-2	12	-6	-3	0.1	2.5	-2	1
> O=C1CN=C(c2ccccc2Cl)c2cc(Br)ccc2N1
 : 0	20	-2	1	4	0.1	1.6	-2	0
> COc1ccc(-c2nn(CCC#N)cc2C(=O)Nc2ccc(C(C)=O)cc2)cc1[N+](=O)[O-]
 : 4	10	3	85*	24	1.4	0.2	-3	1
> Cc1cccc(CN(C)C)c1OC(=O)N(C)C
 : -6	13	12	-7	2	-0.4	0.3	-2	-8
> CCCCCN1C(=O)c2ccccc2[C@@]2(C(=O)OCC)Cc3cc(OC)ccc3[C@@H]12
 : 4	/	9	47	7	-0.2	0.6	2	-13
> C=CCn1c(O)c(/C=N/N2CCCCC2c2cccnc2)c(=O)[nH]c1=S (configuration not stated)
 : -32	-34	-36	-18	14	-0.4	5.8*	-5	0
> CCCCC1(CCCC)C(=O)NC(=Nc2cccc(C)c2)NC1=O
 : 6	-8	-4	-1	-12	0.0	0.6	0	-17
> C[C@]12CC[C@@H](O)CC1=CC(=O)C1C2CC[C@]2(C)C(=O)[C@H](O)CC12 (some centres not stated)
 : 4	8	-6	-1	9	-0.4	-1.6	-2	0
> Cc1ccc(S(=O)(=O)N2CCN(C(=O)COC(=O)Cc3ccccc3)CC2)c(C)c1
 : -1	11	-2	7	7	-0.5	0.1	-1	5
> COC(=O)C1=C(c2cccc(OC)c2OC)C[C@@H]2CC[C@H]1N2C(=O)N1CCOCC1
 : -4	-2	-1	-7	12	0.2	1.4	-5	3
> C=C(C)CC1(CC)C(=O)NC(=S)NC1=O
 : 9	23	-1	-7	-7	-0.3	1.6	-2	-1
> CC(=O)C1C2c3ccccc3OC1(C)N=c1s/c(=C/c3cn(C)nc3C)c(=O)n12 (configuration not stated)
 : 2	-7	1	-7	-11	0.2	4.4	-3	-5
> COc1cccc(-n2c(O)c(C=NCCN3CCOCC3)c(=O)[nH]c2=O)c1
 : -8	-5	10	-9	7	0.3	0.5	0	3
> CC(C)OS(C)(=O)=O
 : -2	-87	9	-2	-2	0.1	0.3	-4	-3
> CN=C(SCC(=O)c1cccc(Cl)c1)c1c(O)n(C)c(=O)n(C)c1=O
 : 6	22	2	-4	3	-0.4	-0.1	-3	6
> COc1ccc2c(c1)NP(=S)(c1ccccc1)N2C (configuration not stated)
 : 53*	30	-7	8	54*	0.1	1.4	5	5
> C/C=C(\C)C(=O)N[C@@H](c1ccccc1)[C@@H](O)C(=O)O[C@H]1C[C@@]2(O)[C@@H](OC(=O)c3ccccc3)C3[C@](C)(C(=O)[C@H](OC(C)=O)C(=C1C)C2(C)C)[C@H](O)C[C@H]1OC[C@@]31OC(C)=O (some centres not stated)
 : -5	-14	1	12	-3	0.2	-0.4	10*	-6
> O=C(Nc1ccc(Cl)cc1C(=O)c1ccccc1)c1ccc(Br)o1
 : -8	0	-7	21	-2	0.1	1.7	-1	-6
> CCC(c1nnnn1-c1ccc(OC)cc1)N1CCC2(CC1)C(=O)NCN2c1ccccc1 (configuration not stated)
 : -6	-9	10	6	6	-0.3	0.1	2	0
> O=C1NC2C(=CC(O)C(O)C2O)c2cc3c(cc21)OCO3 (configuration not stated)
 : -13	7	10	-6	40*	0.2	0.0	-3	-42
> CC(NC(C)(C)C)C(=O)c1cccc(Cl)c1 (configuration not stated)
 : -4	4	0	-3	18	-1.0	0.7&-1.5	-3	2
> c1cncc(CNC2=NCCCCC2)c1
 : -2	1	-14	-6	-18	0.3	-1.4	-4	2
> CCOC(=O)C1CCN(C=C2C(=O)N(C)C(=S)N(C)C2=O)CC1
 : -2	4	-20	-12	5	-0.1	1.5	-3	16
> O=C(C(=O)N1CCOCC1)c1cn(Cc2ccccc2F)c2ccccc12
 : -7	-17	9	-2	-4	-0.1	1.5	-2	-4

Below each compound – eLon inh	PABP1 MLLE inh	CendR NRP1 mod	FAS-TE inh	SKN-1 inh	Tb MetRS inh	MsrA inh	MsrA act	MT1-MMP act inh
> CC/C(=N\NC(=O)c1ccccc1)c1c(O)n(Cc2ccccc2)c(=O)[nH]c1=O
 : -83	-41	-49	13	11	-0.6	0.5	-4	-10
> COC(=O)C1=C(c2ccc(OC(F)(F)F)cc2)C[C@@H]2CC[C@H]1N2C(=O)N1CCC(C)CC1
 : -3	13	29*	33	5	-0.2	0.1	-1	8
> C=CC(C)C(C(=O)c1ccccc1)N(C)C (configuration not stated)
 : -12	3	-2	-3	-10	1.2	-0.4	2	0
> O=C(c1cccc(C(F)(F)F)c1)N1C[C@H]2C[C@@H](C1)c1cccc(=O)n1C2
 : -11	-4	3	-5	-2	-2.0	1.4	-4	7
> Cc1ccnc(-n2c(C)nc3ccccc3c2=O)c1
 : -7	-8	8	-10	-9	-0.6	-0.2	1	4
> CCc1ccc(-n2c(O)c(/C=N/N3CCCCC3c3cccnc3)c(=O)[nH]c2=O)cc1 (configuration not stated)
 : -2	0	-12	-10	-7	-1.7	-0.4	-15	-4
> Cc1ccccc1-n1c(-c2ccoc2)nc2ccccc2c1=O
 : -4	5	-8	-1	-5	-0.9	2.9	-4	-2
> Cc1ccc2c(c1)CNc1ccccc1O2
 : 4	-6	-2	2	-3	0.0	-0.4	2	-3
> CCCCCCN=Cc1c(O)n(C)c(=O)n(C)c1=O
 : 9	-4	-13	0	17	-0.3	-0.6	0	-3
> CSc1nnc(C2CCNCC2)n1C
 : 1	6	-4	-8	1	0.2	-0.9	-3	-10
> CSc1ncc(Br)c(N2CC2)n1
 : -7	2	3	4	17	-0.1	-0.4	-3	-2
> COc1ccc(/C=C2/C(=O)N(Cc3ccco3)C(=O)N(C(C)C)C2=O)cc1
 : -98	-137	-330	-1	24	-0.1	-0.7	-5	-43
> O=C(Cc1ccc(Cl)c(Cl)c1)NCC1(N2CCOCC2)CCCCC1
 : -6	-3	-4	3	-2	0.2	2.6	-9	3
> C[C@@H]1CN(C2CCC(C#N)(c3ccc(F)cc3)CC2)CC[C@]1(C(=O)O)c1ccccc1 (some centres not stated)
 : 2	7	1	-2	7	-0.4	-0.4	-2	-1
> CCC(=O)N1CC(=O)Nc2ccc(Br)cc2C1c1ccccc1 (configuration not stated)
 : 5	-2	13	-3	1	-0.8	0.0	-10	-4
> CCCCCc1nc2ccccc2c(=O)n1-c1ccc(Cl)cc1[N+](=O)[O-]
 : -3	-10	-3	17	13	0.0	-0.4	0	1
> Cc1ccccc1NC1=NCCCS1
 : -5	6	3	-11	4	0.0	0.0	2	1
> Fc1ccc(CNCCc2ccccc2)cc1
 : 2	4	2	0	-5	-0.9	-0.1	-7	1
> C=CCC1C(=O)NC(=S)NC1=O
 : -2	-24	-5	6	11	0.2	2.4	-4	-2
> COc1ccccc1CCNCc1ccc(OC)c(OC)c1OC
 : 9	-11	-2	-13	0	-0.8	-0.2	-8	-1
> Cc1ccsc1C(=O)C1CCCN(Cc2ccc(-n3cccn3)cc2)C1 (configuration not stated)
 : -8	-6	-14	4	1	-0.2	-0.1	-5	4
> CC/C(=N\NC(=S)Nc1ccccc1)c1c(O)[nH]c(=O)[nH]c1=O
 : 4	-86	0	-2	3	-0.6	2.0	-2	-3
> C[C@]12CC[C@@H]3c4ccc(O)c(O)c4CC[C@H]3[C@@H]1CC[C@@H]2O
 : -6	34	-3	-5	5	-0.5	0.2	-9	4
> CN1CCc2cccc(Cl)c2CC1
 : -5	6	5	-9	-9	-1.6	1.6	-8	-4
> CC(=O)O[C@]1(c2ccccc2)CCN(C)[C@H]2CCCC[C@@H]21
 : 4	-16	1	-2	28	0.0	0.2	2	-1
> Cc1sc2nc(COC(=O)Cc3ccccc3)[nH]c(=O)c2c1C
 : 0	-9	-1	-2	-2	-0.3	-0.2	1	-2
> c1ccc(CCNCc2cccs2)cc1
 : 4	5	7	-7	9	-0.7	-0.4	-2	1
> CCN(CC)c1ccc(/C=C2/C(=O)NC(=O)N(CC3CCCO3)C2=O)cc1 (configuration not stated)
 : 3	-19	-11	-6	52	0.2	5.2*	-7	-25
> O=C1C=C2c3ccccc3CC(C(=O)O)C2CC1 (configuration not stated)
 : -13	-9	12	-4	12	-0.1	2.8	-10	4
> O=C1NCCCCC1(Cl)Cl
 : -13	-3	-4	-7	9	-0.1	0.8	-1	1

Some entries already given, showing only PABP1 MLLE inh:
compound	PABP1 MLLE inh
CSc1nnc(C2CCNCC2)n1C	6
O=C(c1cccc(C(F)(F)F)c1)N1C[C@H]2C[C@@H](C1)c1cccc(=O)n1C2	-4

Other entries
Below each compound – eLon inh	PABP1 MLLE inh	CendR NRP1 mod	FAS-TE inh	SKN-1 inh	Tb MetRS inh	MsrA inh	MsrA act	MT1-MMP act inh
> C=C1C[C@]2(O)[C@@]3(C)CCC(=O)C(C)(C)C3=C(O)C(=O)[C@@]2(C)[C@@H]2C(=O)O[C@@](C)(C(=O)OC)C(=O)[C@@]12C
 : -6	-8	-8	0	-1	-0.9	0.4	0	0
> CCCCn1c(O)c(C(C)=NCC2CCCO2)c(=O)[nH]c1=O (configuration not stated)
 : 0	-8	-5	-10	-14	-0.3	0.6	-3	9
> Cn1c(O)c(C=NC2C(=O)C3(C)CCC2C3(C)C)c(=O)n(C)c1=O (configuration not stated)
 : -15	6	8	-4	-4	-1.8	-0.3	-9	-1
> Cc1[nH]c2ccccc2c1C(=O)CN1CC=C(c2ccccc2)CC1
 : 0	-36	-3	-8	-9	0.3	3.0	-8	-5
> CCN1C[C@@]2(COC)C3[C@@H](OC)[C@H]4[C@@H]1[C@@]3(C1C[C@@]3(O)[C@H](OC(=O)c5ccccc5)C1[C@]4(OC(C)=O)[C@@H](O)[C@H]3OC)[C@@H](OC)C[C@H]2O (some centres not stated)
 : 1	21	2	-2	-1	-1.2	/	-2	5
> CCOC(=O)C1(CCc2ccccc2)CCN(Cc2ccco2)CC1
 : -3	4	-1	0	-1	-0.7	0.5	-6	-1
> CC1CN(c2cc([N+](=O)[O-])ccc2Cl)CC(C)N1 (configuration not stated)
 : 5	0	4	-9	5	-0.6	0.1	-2	-4
> CCC(C)C(NC(=O)CCCNC(=O)CCC(=O)OC1O[C@H]2OC3(C)CC[C@H]4[C@H](C)CCC(C1C)C24OO3)C(=O)O (some centres not stated)
 : -4	4	-4	-2	5	0.3	-1.1	-1	-9
> O=C(c1ccc(CNS(=O)(=O)c2ccc(Br)cc2)cc1)N1CCC2(CC1)OCCO2
 : 0	-5	-9	-4	6	-0.2	0.9	-3	-3

From PubChem

Some of the compounds tested; the hit share may differ from the screen's.
